# hERG WT inh – blocks the wildtype human KCNH2 potassium channel; activity change, % at 1.84 µM; AID 720551; Q12809; U2OS, BacMam KCNH2, thallium flux FluxOr; stronger effect = lower value; 340,000 compounds, 0.37% hits;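 active = maximum activity change below -70%; inconclusive = maximum activity change between -70% and -50%; inactive = maximum activity change above -50%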; note: % is set by controls: 0 for no effect and ±100 for the full control effect
#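 U2OS cells transduced with wild-type KCNH2 virus are loaded with FluxOr dye for 45 min, and thallium flux is measured in kinetic reads before and after stimulation buffer. Rate constants are normalized to DMSO controls.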
# TSHR antag – antagonists of human thyroid stimulating hormone receptor. TSHR-expressing cells, TSH-stimulated cAMP HTRF, 2 h; stronger effect = lower value. P16473. 330,000 compounds, 0.2% hits. activity change, negative = inhibition, % at 11.5 µM. AID 504810;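 active = activity change below a set negative limit, meaning inhibition stronger than a set level, cut at about -70% in these data; inconclusive = activity change between two set negative limits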; note: % is set by controls: 0 for no effect and ±100 for the full control effect
#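 Freshly harvested TSHR cells receive pin-tooled compound, then EC80 TSH at 4nM final. After 2 hours at 37 deg C, antibody in lysis buffer and cAMP-d2 are added; 30 minutes at ambient temperature precede the HTRF read.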
# KCNH2 3.1 block – inhibitors of human KCNH2 3.1 potassium channel isoform. U2OS KCNH2 3.1, thallium flux FluxOr; stronger effect = lower value. activity change, % (tested at about 1.8 µM). 340,000 compounds, 0.95% hits;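 active = maximum activity change below -70%; inconclusive = maximum activity change from -70% to -50%; inactive = maximum activity change above -50%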;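 note: thallium influx rate constant from kinetic fluorescence after stimulation buffer; % is set by controls: 0 for no effect and ±100 for the full control effect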
#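 Normalized rate constant (relative to positive and negative DMSO controls) derived from a 2 min kinetic fluorescence read after stimulation; U2OS cells expressing the 3.1 isoform via virus at 1.77 x 10^8 /mL.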
# A-T KAP1 phos – potential ataxia-telangiectasia treatments restoring KAP-1 phosphorylation. […] A-T fibroblasts, KAP-1 phosphorylation AlphaLISA; neocarzinostatin DNA damage 30 min before lysis. Potency, µM (highest dose often 57.5 µM), inactives show at the highest dose activation, most hits filed as activators. 320,000 compounds, 0.19% hits. AID 485349; note: potency is the fitted concentration of half-maximal effect; % of control where 0% means no effect; nearly all actives have a fitted effect of over 45% in size
#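 hTERT-immortalized A-T patient fibroblasts ([…]), 500 cells/well in OPTI-MEM, 1% FBS, got compounds for 60 min, then NCS for 30 min at 37C. Lysates were then assayed for phospho-KAP-1 by AlphaLISA (anti-pKAP1 donor, anti-KAP1 acceptor beads), 6 hr at 25C.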
# USP2a block – blocks human ubiquitin-specific protease USP2a. O75604. Potency, µM (titrated, usually from 38.3 µM), inactives show at the highest dose activity change, negative = inhibition, hits mostly inhibitors. 330,000 compounds, 0.01% hits. USP2 core, Ub-CHOP2 coupled fluorogenic reporter, 485/531;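 note: potency is the fitted concentration of half-maximal effect; plate controls were DMSO wells for no effect and full inhibition by NEM control for full effect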
#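 USP2 core (10nM final) preincubated 30min RT with compound in 20mM Tris-HCl pH 8.0, 2mM CaCl2, 2mM beta-mercaptoethanol, 0.05% CHAPS; 25nM Ub-CHOP2 plus 25nM reporter substrate added, fluorescence (Ex485/Em531) read after 60min.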
# ELG1 repair inh – ELG1-dependent DNA repair inhibition; Potency, µM (titrated, usually from 46.1 µM), without a hit: at the highest dose activity change, negative = inhibition, actives largely listed as inhibitors; 330,000 compounds, 2.3% hits; HEK293T ELG1-luciferase reporter, luminescence, 16 h; DNA damage induced by 5-fluorouridine; AID 504467; note: potency is the fitted concentration of half-maximal effect; % is set by controls: 0 for no effect and ±100 for the full control effect; nearly all actives have a fitted effect of over 55% in size
#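 Overnight (16 hr) co-exposure of 2,000 cells/well to 5-fluorouridine and compound at 37 °C preceded detection. Luciferase was quantified via ONE-Glo luminescence; loss of signal denotes inhibition.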
# Eya2 phos inh – inhibitors of human Eya2 phosphatase activity. AID 488837. Potency, µM (top dose mostly 76.9 µM), inactives show at the highest dose activity, negative = inhibition, actives largely listed as inhibitors. 330,000 compounds, 0.006% hits. recombinant Eya2, OMFP fluorescence dephosphorylation (OMFP is methylfluorescein phosphate). O00167; note: potency is the fitted concentration of half-maximal effect; % is set by controls: 0 for no effect and ±100 for the full control effect
#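 Eya2 (0.2 uM) preincubated 10 min at ambient with compound, then OMFP substrate added at 50 uM; 10 min reaction in 50 mM HEPES pH 7.5, 50 mM NaCl, 5 uM MgCl2, 0.05% BSA, 1 mM DTT. Fluorescence read at Ex 485/Em 525 nm.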
# Mito fusion yeast – mitochondrial division inhibition or fusion activation; S. cerevisiae fusion-defective mutant growth rescue, CellTiterGlo 48 h; Potency, µM (top dose mostly 46.1 µM), for the others: at the highest dose growth rescue (activation), most hits filed as activators; 320,000 compounds, 0.23% hits; AID 485298;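 note: potency is the fitted concentration of half-maximal effect; % of control where 0% means no effect; nearly all actives have a fitted effect of over 45% in size; temperature-sensitive fusion mutants such as fzo1-1 at 37 °C on non-fermentable ethanol glycerol medium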
#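 S. cerevisiae fusion-defective temperature-sensitive mutants (e.g. fzo1-1, mgm1-5) grown 48 h at 37C in YPEG (ethanol/glycerol non-fermentable) medium with 23 nl compound per well; growth rescue read as CellTiterGlo luminescence.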
# TRPV1 agonist – activates the human vanilloid receptor TRPV1 | 320,000 compounds, 0.19% hits | AID 540275 | TRPV1-expressing cells, Fluo-8 calcium influx, agonist mode | Q8NER1 | activation, % at 8.33 µM; in the data active = activation above about 80%; inconclusive = between about 30% and that limit; note: 0% is about no effect
# Target sequence (Q8NER1 whole entry, looked up): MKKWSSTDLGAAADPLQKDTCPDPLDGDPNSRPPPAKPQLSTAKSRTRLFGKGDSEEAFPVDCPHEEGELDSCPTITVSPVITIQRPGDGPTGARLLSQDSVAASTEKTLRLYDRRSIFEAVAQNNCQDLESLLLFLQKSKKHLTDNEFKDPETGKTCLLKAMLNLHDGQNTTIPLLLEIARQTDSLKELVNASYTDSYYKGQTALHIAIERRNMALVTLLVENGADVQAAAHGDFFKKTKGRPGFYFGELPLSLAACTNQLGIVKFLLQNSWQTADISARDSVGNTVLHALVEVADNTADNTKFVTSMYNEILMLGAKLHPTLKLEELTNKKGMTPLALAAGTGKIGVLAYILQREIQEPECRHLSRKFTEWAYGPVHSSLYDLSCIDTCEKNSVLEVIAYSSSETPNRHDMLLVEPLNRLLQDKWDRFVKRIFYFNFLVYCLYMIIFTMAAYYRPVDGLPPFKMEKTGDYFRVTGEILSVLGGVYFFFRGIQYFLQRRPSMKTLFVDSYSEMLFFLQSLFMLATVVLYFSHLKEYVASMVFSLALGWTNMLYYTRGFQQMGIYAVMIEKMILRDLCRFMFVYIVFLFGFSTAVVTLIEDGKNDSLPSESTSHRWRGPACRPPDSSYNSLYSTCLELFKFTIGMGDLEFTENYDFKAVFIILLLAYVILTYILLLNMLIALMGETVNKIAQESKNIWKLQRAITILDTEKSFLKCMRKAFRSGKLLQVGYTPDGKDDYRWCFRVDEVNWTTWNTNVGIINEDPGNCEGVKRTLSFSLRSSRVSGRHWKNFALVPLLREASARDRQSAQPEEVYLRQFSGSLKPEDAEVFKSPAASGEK
#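 Cells expressing TRPV1 were dye-loaded with Fluo-8 and read kinetically: 10 s baseline, 3 min after compound (agonist portion), then 2 min after EC20 capsaicin (allosteric enhancer portion). Calcium-bound dye fluorescence at 480/520 nm.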
# TCR activator – T cell receptor activation. AID 504894. 330,000 tested, under 10 active. Potency, µM (top dose mostly 9.22 µM), without a hit: at the highest dose activation of IL-2 secretion, usual class: activators. primary human leukocytes, anti-CD3, IL-2 HTRF, 48 h; note: % of control where 0% means no effect
#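 Primary human leukocytes were stimulated with a-CD3 beads plus compounds for 48 hr without co-stimulation; secreted IL-2 was quantified by HTRF using a-IL-2-K (europium cryptate) and a-IL-2-d2, excited at 320nm with acceptor emission read at 665nm.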
# * = called active by the depositor; ? = inconclusive; / = no result given; [ ] = another dose, or the depositor's remark. Unless noted, calls come from the whole dose curve; as a rule, active = well fitted curve in the direction sought with a large enough effect; inconclusive = small, poorly fitted or top-dose-only effect, or another doubt; inactive = no such curve, though single readings can be large; an effect the other way counts as inactive or inconclusive. A portion of the library; rates above refer to the full screens.
SMILES,hERG WT inh,TSHR antag,KCNH2 3.1 block,A-T KAP1 phos,USP2a block,ELG1 repair inh,Eya2 phos inh,Mito fusion yeast,TRPV1 agonist,TCR activator
O=C(CSc1nc2ncc(Br)cc2[nH]1)Nc1ccccc1-c1ccccc1,5,5,-9,7%,-2%,?,-19%,3%,2,2%
CC1(C)CC(=O)C(C(c2cccnc2)C2C(=O)CC(C)(C)CC2=O)C(=O)C1,2,2,18,/,1%,8%,1%,-1%,-6,-3%
CN1CCN(S(=O)(=O)c2ccc(Oc3cccc(C(F)(F)F)c3)nc2)CC1,1,-4,20,1%,0%,?,7%,-2%,0,1%
S=C(NCc1ccc(Cl)cc1)NN1CCOCC1,1,-5,-13,-3%,2%,11%,6%,-8%,0,1%
C=C(C)COc1ccc(-c2n[nH]c(C)c2-c2ccc(OC)c(OC)c2)c(O)c1,-1,16,3,9%,2%,21µM*,-17%,19%,8,3%
CCOc1ccc(N=Cc2c(C)[nH]n(-c3nc4ccccc4[nH]3)c2=O)cc1,-3,-3,-24,-14%,4%,?,-4%,-25%,-1,-2%[46.1 µM]
O=C(N/N=C/c1ccco1)c1ccc(OCc2ccccc2)cc1,0,-7,5,-5%,0%,4%,-6%,4%,22,2%
Cc1ccc(NCC(=O)Nc2ccc(Br)cc2)cc1C,11,-16,-13,10%,-2%,?,-5%,-6%,8,/
Cc1ccc2c(Cl)c(C(=O)NCCCn3ccnc3)sc2c1,-4,8,-7,3%,3%,-1%,3%,-5%,12,2%[46.1 µM]
COc1cc(CCCN2C(=O)C(=O)NC[C@@H]2Cc2ccc(O)cc2)cc(OC)c1OC,3,11,19,3%,-2%,9%,-6%,-11%,-9,5%
CN(C)S(=O)(=O)c1cccc(NC(=O)COC(=O)CNC(=O)c2cccc([N+](=O)[O-])c2)c1,10,-10,9,9%,7%,10%,-14%,1%,2,-13%
NC(=O)CCC(C(=O)O)N1C(=O)c2ccc(O)cc2C1=O (centres undefined),2,-2,15,-7%,2%,12%,-12%,2%,3,1%
CCCC(=O)NCCc1ccc(F)cc1,2,-7,0,3%,8%,0%,-3%,-6%,0,/
CCCCCCCCC(=O)N/N=C(\C)c1cccnc1,-1,-9,-5,-1%,-1%,-20%,-7%,-1%,?,-2%[46.1 µM]
Brc1ccc(-c2nnc3sc(CNCc4ccc5c(c4)OCO5)cn23)cc1,4,2,-23,6%,1%,-1%,4%,8%,7,8%
CC1(C)C(N(O)C(=O)Nc2ccccc2)N(c2cccc(Cl)c2)C(=O)N1O (centres undefined),1,0,8,-17%,3%,-11%,-7%,3%,-2,7%
COc1ccc(NC(=S)Nc2ccc(C)c(S(=O)(=O)N3CCCCC3)c2)cc1,/,-3,/,-9%,3%,-14%,-5%,-8%,1,0%
CCOC(=O)Cn1nc(NC(=O)COc2ccc(F)cc2)cc1C,-8,18,3,5%,2%,2%,-3%,1%,2,-1%
COc1ccc(NC(=O)Cc2ccc(Cl)c(Cl)c2)cn1,-4,-12,0,0%,4%,8%,-6%,3%,11,3%
Cc1cc(C)c2nc(SCC(=O)NC(=O)c3cccn3C)cc(C)c2c1,5,-12,-12,4%,-1%,?,-1%,-16%,6,-5%
O=C(Nc1ccc(Cn2nnc3ccccc32)cc1)c1ccco1,4,-1,-16,-5%,3%,-21%,19%,6%,16,0%
O=C(Nc1cccc2nsnc12)c1ccc(F)cc1,9,19,-3,19%,-8%,?,1%,7%,?,-2%
O=C1NC(=O)/C(=C/c2cccc(O)c2)N1,2,9,10,6%,27%,5%,-12%,-13%,-12,-3%
CN1C(=O)c2oc3ccc(Br)cc3c(=O)c2C1c1ccncc1 (centres undefined),/,-1,/,3%,3%,0%,10%,2%,0,/
COc1ccc(NC(C)=O)cc1NC(C)C(=O)Nc1ccc(F)c(F)c1F (centres undefined),3,-5,-4,/,0%,-14%,-7%,1%,-5,0%
O=C(O)CCn1c(=O)c2ccccc2c2ccccc2c1=O,-13,5,6,-1%,-2%,-6%,17%,6%,0,3%
CN(Cc1ccc(F)cc1)C(=O)c1cccc(S(=O)(=O)N2CCN(c3ccccc3)CC2)c1,11,-14,-13,-3%,0%,18µM*,8%,13%,3,-2%
O=C1C=C(c2ccccc2)OC2(CCCC2)O1,4,-2,-9,/,-14%,30%,-23%,3%,-6,-3%
CCCc1nc(SCC(=O)NCC2CCCO2)c2c(=O)n(C)c(=O)n(C)c2n1 (centres undefined),5,16,-4,-1%,1%,0%,-10%,2%,0,-1%
COc1ccccc1C(=O)Nc1nnc(S(=O)(=O)N(C)Cc2ccccc2)s1,2,-18,15,-4%,1%,?,-7%,-23%,0,-11%
Cc1ccc(/C=N/NS(=O)(=O)c2ccccc2)o1,-1,7,-1,19%,-1%,?,-7%,-2%,-1,-5%
CCC(=O)Nc1ccc(C(=O)CSc2nnc(-c3ccc(O)cc3)n2CC2CCCO2)cc1 (centres undefined),-31,23,7,/,7%,4%,-2%,2%,6,-3%
Cn1cc([N+](=O)[O-])c(C(=O)NCc2cc3cc(Cl)ccc3[nH]2)n1,-3,-1,-13,8%,3%,-10%,-1%,-3%,0,3%[46.1 µM]
COc1cc(C)ccc1OCCOc1c(C)cc(Cl)cc1Cl,-33,-5,-2,17%,3%,0%,4%,2%,3,1%[46.1 µM]
O=C(CSc1nc2ccccc2o1)NCc1ccco1,0,-2,-17,?,3%,18%,1%,2%,0,5%
CCC(C)NC(=O)c1cccc(OCc2c(C)noc2C)c1 (centres undefined),-1,-5,-7,0%,2%,-11%,10%,-9%,-3,0%
C=CCn1c(=S)sc2c(=O)[nH]c(C)nc21,1,-9,6,-7%,3%,3%,3%,4%,0,2%
CCC(C)N(C(=O)CSc1nc(C)c(C)c(C)c1C#N)C1CCS(=O)(=O)C1 (centres undefined),-4,/,27,22%,1%,5%,-4%,0%,0,-2%
Cc1cccc(C)c1NC(=O)Cn1c(=O)n(CCC(=O)NCc2ccco2)c(=O)c2sccc21,-16,-7,-6,1%,1%,2%,27%,1%,0,0%
COc1cc(NC(=O)CNC(=O)Cn2ccc3ccccc3c2=O)cc(OC)c1OC,-1,1,-14,-5%,2%,0%,0%,3%,1,1%
COC(=O)Cc1cc(=O)oc2cc(O)ccc12,2,4,5,-1%,1%,8%,-18%,-3%,1,-8%
COc1cccc(CN2CCCC(C(=O)Nc3ccc(-c4cscn4)cc3)C2)c1 (centres undefined),0,15,0,-7%,-4%,?,-4%,0%,12,2%
O=C(CCS(=O)(=O)c1ccc2c(c1)NC(=O)CS2)NCc1cccs1,-2,-5,-19,5%,2%,7%,-9%,8%,-3,-6%

# Arranged by heavy-atom count (smallest number first): some entries from above.
SMILES,hERG WT inh,TSHR antag,KCNH2 3.1 block,A-T KAP1 phos,USP2a block,ELG1 repair inh,Eya2 phos inh,Mito fusion yeast,TRPV1 agonist,TCR activator
C=CCn1c(=S)sc2c(=O)[nH]c(C)nc21,1,-9,6,-7%,3%,3%,3%,4%,0,2%
COC(=O)Cc1cc(=O)oc2cc(O)ccc12,2,4,5,-1%,1%,8%,-18%,-3%,1,-8%
O=C(CSc1nc2ccccc2o1)NCc1ccco1,0,-2,-17,?,3%,18%,1%,2%,0,5%
CCC(C)NC(=O)c1cccc(OCc2c(C)noc2C)c1 (centres undefined),-1,-5,-7,0%,2%,-11%,10%,-9%,-3,0%
Cn1cc([N+](=O)[O-])c(C(=O)NCc2cc3cc(Cl)ccc3[nH]2)n1,-3,-1,-13,8%,3%,-10%,-1%,-3%,0,3%[46.1 µM]
O=C(CCS(=O)(=O)c1ccc2c(c1)NC(=O)CS2)NCc1cccs1,-2,-5,-19,5%,2%,7%,-9%,8%,-3,-6%
CCC(C)N(C(=O)CSc1nc(C)c(C)c(C)c1C#N)C1CCS(=O)(=O)C1 (centres undefined),-4,/,27,22%,1%,5%,-4%,0%,0,-2%
COc1cccc(CN2CCCC(C(=O)Nc3ccc(-c4cscn4)cc3)C2)c1 (centres undefined),0,15,0,-7%,-4%,?,-4%,0%,12,2%
Cc1cccc(C)c1NC(=O)Cn1c(=O)n(CCC(=O)NCc2ccco2)c(=O)c2sccc21,-16,-7,-6,1%,1%,2%,27%,1%,0,0%

# Assay outcomes (PubChem BioAssay)
